F508del corr: CFTR F508del correction in bronchial cells; CFBE cells, YFP halide quenching; stimulated with forskolin plus potentiator P3; % fluorescence drop versus neutral controls; activity (quench increase), % at 7.58 µM; 350,000 compounds, 0.36% hits;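 active = mean added fluorescence quench of at least 8% versus neutral control, with both replicates also reaching 8%; inconclusive = only one of the mean or replicate conditions met; inactive = mean below 8% and not both replicates reaching 8%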;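 note: cells transiently co-express mutant CFTR-F508del with the halide-sensitive YFP; corrector assay measuring rescue of mutant channel to the surface after 24 h compound exposure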
SIRT5 inh: blocks human SIRT5 desuccinylation of peptide; Q9NXA8; Purified SirT5, succinyl-peptide AMC, trypsin-coupled fluorescence; inhibition, % at 15 µM; 330,000 compounds, 1.1% hits; in the data active = inhibition above about 15%; inconclusive = no clear call, values can overlap the other calls
Target sequence (Q9NXA8 whole entry, looked up): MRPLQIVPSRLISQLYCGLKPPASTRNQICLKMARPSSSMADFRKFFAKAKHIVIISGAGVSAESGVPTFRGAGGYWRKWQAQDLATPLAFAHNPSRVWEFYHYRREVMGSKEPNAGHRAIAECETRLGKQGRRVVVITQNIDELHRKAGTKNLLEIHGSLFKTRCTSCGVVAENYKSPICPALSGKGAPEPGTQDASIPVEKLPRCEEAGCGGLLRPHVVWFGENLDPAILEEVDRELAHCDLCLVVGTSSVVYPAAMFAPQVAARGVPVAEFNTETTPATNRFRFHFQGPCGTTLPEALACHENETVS
ERp5 block: ERp5 (human) disulfide isomerase inhibition; Q15084; ERp5 insulin aggregation, absorbance 650 nm, 90 min; inhibition, % at 9.99 µM; 350,000 compounds, 0.05% hits; AID 651711;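 active = mean replicate inhibition above about 25%, with every replicate also reaching it, limit read from the data, passing the limit was not always enough; inconclusive = only one of those two criteria met; inactive = neither criterion met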
miR-122 sensor: blocks miR-122 activity in Huh7 sensor cells. Huh7 miR-122 Renilla luciferase sensor, 48 h; neutral wells = 0, positive control = 100. activation (reporter increase), % at 12.5 µM. 340,000 compounds, 0.3% hits. AID 602342;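 active = mean replicate activation score at least 90 and every replicate individually at or above 90; inconclusive = only one of the two criteria met; inactive = neither criterion met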;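 note: higher luciferase means less miR-122 activity so hits act as miR-122 inhibitors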
DENV2 CPE: protects cells from dengue virus 2 cytopathic effect | DENV2-infected cells, cytopathic effect rescue, plate reader | CPE inhibition, % at 9.99 µM | 350,000 compounds, 1.7% hits | AID 651640; in the data active = CPE inhibition above about 20%, passing the limit was not always enough; inconclusive = no clear call, values can overlap the other calls; tested in BHK-21 cells;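 note: 0% = median of neutral control wells and 100% = median of positive control wells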
Casp6 inh: blocks human caspase-6 cleavage activity; inhibition, % at 12.5 µM; purified caspase-6, Z-VEID-R110 cleavage fluorescence; AID 686996; P55212; 350,000 compounds, 0.53% hits;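 active = mean inhibition across replicates at least about 35%, with every replicate also reaching that limit, limit read from the data; inconclusive = only one of the two criteria met; inactive = neither criterion met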;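 note: 0% = median of neutral control wells and 100% = no fluorescence left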
Target sequence (P55212 24-179 limits assumed): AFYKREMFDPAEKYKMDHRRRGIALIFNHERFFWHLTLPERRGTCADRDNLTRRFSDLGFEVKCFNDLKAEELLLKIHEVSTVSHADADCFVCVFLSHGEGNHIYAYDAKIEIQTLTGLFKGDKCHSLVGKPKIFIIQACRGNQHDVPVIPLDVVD
Target sequence (P55212 194-293 limits assumed): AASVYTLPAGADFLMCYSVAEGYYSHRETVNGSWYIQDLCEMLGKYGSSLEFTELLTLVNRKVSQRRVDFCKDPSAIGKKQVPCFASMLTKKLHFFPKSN
ERAP1 inh: inhibitors of human ERAP1 aminopeptidase. Q9NZ08. 340,000 compounds, 0.15% hits. AID 652197. inhibition, % at 10.7 µM. recombinant ERAP1, Leu-AMC fluorescence, 60 min;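 active = mean replicate inhibition of at least 30%, or all replicates individually reaching that 30% level; inactive = mean below 30% and not every replicate reaching it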;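 note: 0% = neutral control wells and 100% = L-leucinethiol positive control wells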
Starred values were filed as active, the others as inactive; ? = inconclusive; . = not tested or not shown; & = joins results of further samples; [ ] = remark or other dose. Rows were taken by chance, and some 4% of all compounds hit somewhere here.

SMILES | F508del corr | SIRT5 inh | ERp5 block | miR-122 sensor | DENV2 CPE | Casp6 inh | ERAP1 inh
C[C@@H]1CN([C@@H](C)CO)C(=O)c2cc(NC(=O)Nc3cccc4ccccc34)ccc2O[C@@H](C)CCCCO[C@H]1CN(C)C(=O)CCCN(C)C | 1.7 | 0 | -7 | 3[16.7 µM] | 5 | 0 | 2
CCC1=NN(C(=O)COc2ccccc2)C(O)(c2ccc(Br)cc2)C1 (stereo not given) | -1.0 | -1 | 0 | 8 | -4 | 8 | 6
C[C@H]1CN([C@@H](C)CO)C(=O)Cc2cc(NC(=O)Cc3ccccc3)ccc2O[C@H]1CN(C)CC1CCCCC1 | 0.1 | 11 | -6 | -5[16.7 µM] | -6 | 2 | -3
O=C(N[C@@H]1CC[C@@H](CCn2cc(-c3ccc(F)cc3)nn2)O[C@@H]1CO)c1cnccn1 | -4.3 | 15* | 1 | . | 2 | 3 | 0
O=C1SC(SCc2ccccc2Cl)=N/C1=C\c1ccc(C(=O)O)cc1 | 0.7 | -1 | -3 | . | -2 | 5 | 0
CC(C)(C)c1ccc(/C=N/Nc2nncn2N)cc1 | 0.0 | 2 | 2 | . | 0 | 6 | 0
Cc1nc2ccccc2c(C)c1CC(=O)OC(C)C(=O)NC1(C#N)CCCCC1 (stereo not given) | 3.8 | -2 | 1 | 4 | 11 | -3 | -6
CC(=Nc1ccccc1)C1=C(O)C(Cc2ccccc2)NC1=O (stereo not given) | 5.9 | -2 | -4 | . | -5 | -1 | -6
CO[C@@H]1CN(C)C(=O)c2cc(NC(=O)c3cccc(F)c3)ccc2OC[C@@H](C)NC[C@H]1C | -0.2 | 4 | 0 | 5[16.7 µM] | -3 | . | -4
O=C(NCc1ccc(F)cc1)c1cc(C2CCCCN2C(=O)c2cccs2)on1 (stereo not given) | -0.2 | 7 | 1 | -2 | -9 | . | 1
O=C(NCC(=O)N(c1cccc(F)c1)C(C(=O)NC1CCCC1)c1ccco1)c1ccco1 (stereo not given) | 1.4 | -2 | 2 | . | -2 | -2 | -2
C[C@@H]1CN([C@H](C)CO)C(=O)Cc2cc(NC(=O)Nc3ccc4c(c3)OCO4)ccc2O[C@H]1CN(C)S(=O)(=O)c1cccs1 | -0.5 | . | . | -7[16.7 µM] | -1 | . | .
COc1ccc(OCC(O)Cn2c(Nc3cccc(C)c3)nc3c2c(=O)n(C)c(=O)n3C)cc1 (stereo not given) | 1.6 | -1 | 2 | 0 | -1 | 0 | 2
C[C@@H]1CCCCO[C@@H](CN(C)Cc2ccncc2)[C@H](C)CN([C@H](C)CO)C(=O)c2cc(NC(=O)Nc3ccc(F)cc3)ccc2O1 | -0.4 | . | . | -4[16.7 µM] | -12 | . | .
Cc1cccc(CSCc2ccc(C(=O)NC(C)C)o2)c1 | . | -9 | -1 | -1 | -4 | 4 | 1
COc1ccc(Cl)cc1NC(=O)CSc1nnc(Cc2cccn2C)n1-c1ccc(F)cc1 | 0.0 | 2 | -2 | -2 | -2 | -2 | 0
CO[C@H]1CN(C)C(=O)c2ccc(NC(=O)C3CC3)cc2OC[C@H](C)N(Cc2ccccc2)C[C@@H]1C | 1.4 | 0 | . | . | -10 | 0 | 1
O=C(N[C@@H]1CC[C@@H](CCNC(=O)C2CCC2)O[C@H]1CO)c1ccccn1 | 1.5 | -3 | 0 | . | 0 | 0 | -3
NC1=NC(=O)C(CC(=O)NCc2ccccc2)S1 (stereo not given) | . | 1 | 5 | . | -6 | -3 | 10
O=C(c1ccccn1)N1C[C@@H]2N[C@H](C1)C2c1ccc(-c2ccccc2F)cc1 (stereo not given in full) | 1.4&1.7 | -2&-2 | 14&10 | . | -5&4 | 3&-1 | -5&-4
COc1ccc(CN2C(=O)C(CC(C)C)Nc3ncnc(N4CCCCC4)c32)cc1 (stereo not given) | -3.5 | . | -8 | -1 | 7 | 5 | 0
CCc1nc2c(OCC(=O)C(C)(C)C)cccn2c1N(C=O)CC(=O)N(C)C | -2.8 | -2 | 5 | 3 | 1 | 3 | 8
CCN(c1ccc(C(=O)CSc2nnc(C3CC3)n2C2CC2)cc1)S(C)(=O)=O | -1.4 | -1 | -7 | . | -4 | -2 | 6
CN1CCN(C(c2ccccn2)c2cc(Cl)c3cccnc3c2O)CC1 (stereo not given) | 5.8 | -1 | -8 | -1 | 4 | -10 | 5
C[C@H](CO)N1C[C@H](C)[C@@H](CN(C)C(=O)c2ccncc2)Oc2cc(C#C[C@@H](C)O)ccc2S1(=O)=O | -1.6 | -2 | -2 | 4[16.7 µM] | 0 | -1 | -2
C[C@H](CO)N1C[C@H](C)[C@@H](CN(C)C(=O)CC2CC2)Oc2ncc(C#Cc3cccnc3)cc2C1=O | 2.3 | 0 | 0 | 28[16.7 µM] | -6 | 5 | 6
Cc1ccc([C@@H]2[C@@H]3C(=O)N(c4ccccc4)C(=O)[C@@H]3[C@]3(C)C(=O)N(Cc4ccc(-c5ccccc5)cc4)CC(=O)N23)o1 | 0.6 | -3 | -5 | -7 | 3 | 2 | 5
CC(SC(C)C(=O)NN=Cc1cccc(Cl)c1)C(=O)NN=Cc1cccc(Cl)c1 (stereo not given) | -3.8 | -2 | 1 | . | ? | -2 | 1
CCOc1ccccc1CNC(c1ccccc1)c1ccccc1 | 0.6 | 2 | 1 | . | 11 | 1 | 4
COc1cc2cc(-c3ccc(OC)c(OC)c3C)nc(N)c2cc1OC | 2.3 | -4 | 16 | 15 | -1 | -3 | .
CCC(=O)N1CC2(CCN(C(=O)CN3CCOCC3)CC2)c2c([nH]c3cc(OC)ccc23)[C@@H]1CO | 0.1 | -3 | 0 | . | 7 | -3 | 0
CC(C)NC(=O)N1[C@H](CO)[C@@H]2c3ccccc3N(C(=O)Nc3ccccc3)C[C@@H]21 | -1.1 | -3 | -1 | 0[16.7 µM] | -2 | -1 | -1
Cc1oc(/C=N/NC(=O)CC2(C)OCCO2)cc1Br | . | -1 | -3 | . | 1 | -1 | -1
Cc1cccc(Cn2nc(C(C)(C)C)cc2C(=O)Nc2ccc(F)cc2)c1 | 5.3 | 2 | -3 | 38 | 19 | 1 | -2
N#CCCn1cc(/C=N/O)c(-c2cccc([N+](=O)[O-])c2)n1 | 0.9 | -4 | -7 | . | 18 | 1 | -2
O=[N+]([O-])c1cccc(S(=O)(=O)NCc2ccncc2)c1 | 4.9 | -4 | 4 | -4 | 11 | 2 | -2
C[C@@H]1CN([C@@H](C)CO)C(=O)c2cc(C3=CCCC3)cnc2O[C@H]1CN(C)S(=O)(=O)c1cn(C)cn1 | 0.5 | -5 | -1 | 12[16.7 µM] | -4 | 2 | -1
C[C@H](CO)N1C[C@H](C)[C@@H](CN(C)Cc2cccnc2)Oc2ncc(-c3cccc(F)c3)cc2C1=O | 0.5 | -3 | -2 | -4[16.7 µM] | 0 | -2 | -4
Cc1ccc(C2(c3ccccc3)NC(=O)N(CC(=O)N(C)C3CCS(=O)(=O)C3)C2=O)cc1C (stereo not given) | 4.2 | -4 | -2 | -2 | 1 | 2 | 3
COc1ccc(S(=O)(=O)N(C)C[C@H]2OCCCC[C@H](C)Oc3ccc(NC(=O)c4ccncc4)cc3C(=O)N([C@H](C)CO)C[C@@H]2C)cc1 | -0.8 | -5 | -6 | -4[16.7 µM] | -5 | 3 | 1
Clc1ccc(-c2nc3c4ccccc4ccn3c2Cc2ccccc2)cc1 | -4.7 | -2 | 3 | 4 | 4 | -3 | 7
O=C(NCCCn1cccn1)c1cc(COc2ccc(F)cc2Cl)on1 | -1.6 | -2 | 1 | . | 2 | 0 | 5
O=C(N[C@@H]1CC[C@H](CC(=O)N2CCC(Cc3ccccc3)CC2)O[C@@H]1CO)c1cnccn1 | 1.9 | -2 | -1 | . | 2 | 0 | 4
Cc1c(OC(C)C(=O)NCc2ccccn2)ccc2c3c(c(=O)oc12)CCC3 (stereo not given) | 1.9 | -3 | -3 | -6 | -1 | -1 | -2
Cc1ccc(C(C(=O)NCc2ccccc2)N(C(=O)c2csnn2)C2CC2)cc1 (stereo not given) | -1.4 | -6 | 4 | . | -1 | . | 10
O=C(COC(=O)c1cc(S(=O)(=O)N2CCCC2)ccc1O)Nc1ccc(F)cc1F | -1.2 | -5 | 0 | -5 | 3 | 0 | 0
O=C(CNC(=O)c1ccc2c(c1)S(=O)(=O)N=C1CCCCCN12)Nc1ccc(F)c(F)c1 | -2.6 | -2 | 4 | -5 | -4 | 3 | 0
NS(=O)(=O)c1cccc(NC(=O)COC(=O)c2cc(Cl)ccc2[N+](=O)[O-])c1 | -0.6 | 0 | -2 | -15 | 3 | 3 | -4
COc1ccccc1CNC(=O)C[C@@H]1C[C@H]2c3cc(NC(=O)C4CCC4)ccc3O[C@H]2[C@H](CO)O1 | -4.4 | 12 | -6 | 5[16.7 µM] | 3 | 0 | -1
COc1ccc(NC(=O)N2CC(=O)N3[C@@H](CO)[C@@H](c4ccc(Br)cc4)[C@@H]3C2)cc1 | 0.7 | -5 | -1 | . | 0 | 7 | -1
CC(=O)Nc1cncc(-c2cnn(CC(C)C)c2)n1 | 2.8 | . | -1 | -1 | -5 | -3 | -1
Cc1c(C=O)c(=O)n(-c2ccccc2)n1C | . | -3 | 2 | . | -2 | 0 | 4
CC(C)c1nc(CNC(=O)C2CCC(=O)N(CCc3ccc(Cl)cc3)C2)no1 (stereo not given) | 1.0 | -6 | 3 | -4 | -3 | 0 | 1
CCN(CC)Cc1c(C(=O)N/N=C/c2cccc3ccccc23)nnn1-c1nonc1N | 0.5 | -7 | -6 | 6 | 2 | 0 | 4
COCCN(Cc1ccccc1)C(=O)Cc1ccc(S(=O)(=O)N2CCOCC2)s1 | -2.2 | -1 | -2 | 1 | 4 | -130 | 1
CC1OC(COCc2ccccc2)Cc2[nH][nH]c(=O)c21 (stereo not given) | 0.0 | -1 | -19 | . | -2 | 0 | -1

Seven compounds already listed, arranged by the value under DENV2 CPE, low to high.
SMILES | F508del corr | SIRT5 inh | ERp5 block | miR-122 sensor | DENV2 CPE | Casp6 inh | ERAP1 inh
CC(=Nc1ccccc1)C1=C(O)C(Cc2ccccc2)NC1=O (stereo not given) | 5.9 | -2 | -4 | . | -5 | -1 | -6
CC1OC(COCc2ccccc2)Cc2[nH][nH]c(=O)c21 (stereo not given) | 0.0 | -1 | -19 | . | -2 | 0 | -1
Cc1ccc(C2(c3ccccc3)NC(=O)N(CC(=O)N(C)C3CCS(=O)(=O)C3)C2=O)cc1C (stereo not given) | 4.2 | -4 | -2 | -2 | 1 | 2 | 3
CCN(CC)Cc1c(C(=O)N/N=C/c2cccc3ccccc23)nnn1-c1nonc1N | 0.5 | -7 | -6 | 6 | 2 | 0 | 4
CN1CCN(C(c2ccccn2)c2cc(Cl)c3cccnc3c2O)CC1 (stereo not given) | 5.8 | -1 | -8 | -1 | 4 | -10 | 5
CCC(=O)N1CC2(CCN(C(=O)CN3CCOCC3)CC2)c2c([nH]c3cc(OC)ccc23)[C@@H]1CO | 0.1 | -3 | 0 | . | 7 | -3 | 0
O=[N+]([O-])c1cccc(S(=O)(=O)NCc2ccncc2)c1 | 4.9 | -4 | 4 | -4 | 11 | 2 | -2
